Compound activity as filed in PubChem BioAssay.
Epigenetic reg = epigenetic control regulation, reporter derepression; murine LDR cells, GFP reporter derepression, 30 h; 280,000 compounds, 0.2% hits; Potency, µM (highest dose often 53.9 µM), for inactives: at the highest dose GFP activation, most hits filed as activators; AID 1865; further: % of control where 0% means no effect; nearly all actives have a fitted effect of over 60% in size
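In this reporter-derepression format, murine cells bearing a silenced integrated CMV-GFP locus incubate with test compound (30 h, 37 C), then are washed and imaged; fluorescent objects of 20–120 um count as induced cells.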
NPSR antagonist = antagonists of human neuropeptide S receptor cAMP signaling. Q6W5P4. CHO-NPSR cells, cAMP TR-FRET, antagonist mode. Potency, µM (series often up to 38.3 µM), for inactives: at the highest dose activity change, negative = inhibition, actives largely listed as inhibitors. 220,000 compounds, 1% hits. AID 1461; further: on the % scale 0 is the no-effect control and ±100 the full control effect; nearly all actives have a fitted effect of over 50% in size; many of its hits are not listed in these tables
Target sequence (Q6W5P4 whole entry, looked up): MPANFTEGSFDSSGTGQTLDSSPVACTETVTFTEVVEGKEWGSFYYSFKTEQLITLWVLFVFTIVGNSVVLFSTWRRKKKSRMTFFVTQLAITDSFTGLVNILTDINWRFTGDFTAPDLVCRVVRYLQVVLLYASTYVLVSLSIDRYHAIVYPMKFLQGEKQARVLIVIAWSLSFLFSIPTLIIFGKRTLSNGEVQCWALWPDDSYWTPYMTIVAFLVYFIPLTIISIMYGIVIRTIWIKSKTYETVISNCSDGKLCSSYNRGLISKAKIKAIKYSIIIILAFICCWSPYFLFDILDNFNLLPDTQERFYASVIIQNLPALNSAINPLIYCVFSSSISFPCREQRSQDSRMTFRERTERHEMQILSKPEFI
GAA spleen mod = inhibits or activates alpha-glucosidase in human spleen homogenate; Potency, µM (titrated, usually from 79.9 µM), inactives show at the top dose activity change, negative = inhibition, usual class: inhibitors; AID 2112; 240,000 compounds, 0.006% hits; P10253; human spleen homogenate, 4-MU-alpha-glucoside fluorescence;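 further: 0% = enzyme with vehicle and -100% = no enzyme basal signal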
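Enzyme source: human spleen homogenate, 1 ug/well. Buffer 50 mM citric acid/K phosphate pH 5.0, 0.01% Tween-20. 4-MU-alpha-glucoside 1 mM; 37 C x 40 min; NaOH/glycine stop; fluorescence.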
ALDH1A1 block = inhibitors of human aldehyde dehydrogenase 1A1. AID 1030. Purified ALDH1A1, NADH fluorescence, propionaldehyde substrate. 220,000 compounds, 7.3% hits. Potency, µM (series often up to 75.3 µM), for inactives: at the highest dose activity, negative = inhibition, usual class: inhibitors; active means well fitted inhibition curve with a large enough effect, not every such curve was filed as active; inconclusive means small, poorly fitted or top-dose-only effect, or another doubt; inactive means no such curve, though single readings can be large or run the other way;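 further: plate controls were no enzyme wells and a reference inhibitor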
aGal spleen mod = inhibitors or activators of human alpha-galactosidase in spleen homogenate; P06280; human spleen homogenate, 4MU-alpha-Gal fluorescence, 40 min; Potency, µM (doses to about 80 µM), without a hit: top-dose activity change, negative = inhibition, actives largely listed as inhibitors; 240,000 compounds, 0.008% hits; AID 2107;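 further: 0% = enzyme with vehicle and -100% = no enzyme basal signal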
Target sequence (P06280 32-429 limits assumed): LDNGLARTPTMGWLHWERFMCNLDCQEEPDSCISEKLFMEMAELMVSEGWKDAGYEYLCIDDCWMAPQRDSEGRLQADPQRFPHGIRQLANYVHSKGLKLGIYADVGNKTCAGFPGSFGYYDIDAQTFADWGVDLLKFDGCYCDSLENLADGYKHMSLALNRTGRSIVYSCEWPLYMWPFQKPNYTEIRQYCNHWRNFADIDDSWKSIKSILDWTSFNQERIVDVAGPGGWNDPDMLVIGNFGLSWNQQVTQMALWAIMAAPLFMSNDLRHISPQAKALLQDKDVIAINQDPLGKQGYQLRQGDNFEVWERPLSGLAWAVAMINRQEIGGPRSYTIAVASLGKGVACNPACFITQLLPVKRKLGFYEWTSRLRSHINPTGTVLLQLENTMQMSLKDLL
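Fluorogenic readout (Ex 365/Em 440 nm) of 4-methylumbelliferone released from 1 mM 4-MU-alpha-galactoside by spleen homogenate, 40 min at 37C, pH 5.0. Data normalized to no-enzyme and enzyme controls; Hill-equation AC50 from compound titrations.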
GAA glycogen = alters human alpha-glucosidase cleavage of glycogen | P10253 | recombinant GAA, glycogen substrate, Amplex Red glucose oxidase fluorescence | Potency, µM (doses to about 76.4 µM), for inactives: top-dose activity change, negative = inhibition, hits mostly inhibitors | 300,000 compounds, 0.38% hits | AID 2100;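 further: 0% = full enzyme reaction and -100% = no-enzyme basal signal; the screen sought inhibitors and activators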
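qHTS, 1536-well; enzyme 4 nM final; cpd up to 77 uM; substrate bovine liver glycogen 30 ug; 50 mM citrate/phosphate pH 5.0, 0.01% Tween-20; 37 C, 40 min; Amplex Red detection 45 min RT; Hill fit → AC50.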
Tau fluor cs = counter-screen for tau fibril formation inhibitors; Potency, µM (top dose mostly 57.7 µM), for inactives: top-dose activity change, negative = decrease; 280,000 compounds, 0.93% hits; tau K18 P301L Alexa594 fluorescence, heparin fibrillization; further: on the % scale 0 is the no-effect control and ±100 the full control effect; nearly all actives have a fitted effect of over 55% in size
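Human tau K18 P301L (15 uM unlabeled, 0.24 uM Alexa 594-labeled) in 100 mM sodium acetate pH 7 with 20 uM heparin, 6 hr at 37 C. ThT 30 uM added, 1 hr ambient; Alexa 594 FP and total fluorescence read at 555/632 nm.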
GAA inh = alpha-glucosidase (human) inhibition; P10253; purified human GAA, 4-MU-alpha-glucoside fluorescence; Potency, µM (top dose mostly 76.9 µM), for inactives: at the highest dose activity change, negative = inhibition, actives largely listed as inhibitors; 200,000 compounds, 0.005% hits;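 further: plate controls were uninhibited enzyme wells for no effect and no-enzyme background for full effect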
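Enzyme (4 nM final) mixed with compound (up to 77 uM), then 4-MU-alpha-D-pyranoside (400 uM final) added; 20 min at room temperature, pH 5.0. Reaction stopped at pH 10, fluorescence read, AC50 derived by Hill fit.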
Numbers without * were called inactive; [ ] = another dose, or the depositor's remark. Unless noted, the call rests on the fitted dose curve; in most records, active means well fitted curve in the direction sought with a large enough effect; inconclusive means small, poorly fitted or top-dose-only effect, or another doubt; inactive means no such curve, though single readings can be large; an effect the other way counts as inactive or inconclusive. Potency means the concentration at half of the fitted maximal effect. Some of the compounds tested; rates above refer to the full screens.

`Cc1ccc(C)c(NS(=O)(=O)c2ccc(OCC(=O)NCc3ccco3)cc2)c1` gave Epigenetic reg -0.8%, NPSR antagonist -1%[46.1 µM], GAA spleen mod 2%, ALDH1A1 block inconclusive, aGal spleen mod 8%, GAA glycogen -5%, Tau fluor cs -7% and GAA inh -4%.
`Cc1cc(C(F)(F)F)n(-c2nc(C(=O)NNS(=O)(=O)c3ccccc3)cs2)n1` gave Epigenetic reg 2.9%, NPSR antagonist -8%[46.1 µM], GAA spleen mod 2%, ALDH1A1 block -2%, aGal spleen mod -4%, GAA glycogen -14%, Tau fluor cs -3% and GAA inh -4%.
`NC(=S)Nc1ccccc1Br` gave Epigenetic reg -0.3%, NPSR antagonist 0%[7.67 µM], GAA spleen mod -3%, aGal spleen mod -1%, GAA glycogen -10% and Tau fluor cs -7%.
For COC(=O)c1cc(Nc2cc(C)nc3ncnn23)cc(C(=O)OC)c1 the results were Epigenetic reg -1.8%, NPSR antagonist 1%, GAA spleen mod 0%, ALDH1A1 block 8%, aGal spleen mod 0%, GAA glycogen -8%, Tau fluor cs -8% and GAA inh 0%.
Screening COC(=O)c1ccc(CSc2nnc(NC(C)C)s2)cc1 returned Epigenetic reg -0.9%, NPSR antagonist -13%[46.1 µM], GAA spleen mod 0%, ALDH1A1 block inconclusive, aGal spleen mod -1%, GAA glycogen 5%, Tau fluor cs -9% and GAA inh 4%.
For Cc1[nH]c2ccccc2c1C(=O)CCl the results were Epigenetic reg 0.2%, NPSR antagonist inconclusive, GAA spleen mod 5%, ALDH1A1 block 0.25µM*, aGal spleen mod 6%, GAA glycogen -8%, Tau fluor cs 8% and GAA inh 15%.
Screening CC(C)OC(=O)CC12CN3CN(C1)CC(CC(=O)OC(C)C)(C3)C2=O returned Epigenetic reg 1.1%, NPSR antagonist -3%[46.1 µM], GAA spleen mod -4%, ALDH1A1 block 2.5µM*, aGal spleen mod 10%, GAA glycogen 1%, Tau fluor cs -10% and GAA inh -8%.
Screening Cc1c(-c2cccc(NC(=O)c3cccs3)c2)nc2ncccn12 returned Epigenetic reg 1.3%, NPSR antagonist -5%[46.1 µM], GAA spleen mod inconclusive, ALDH1A1 block inconclusive, aGal spleen mod inconclusive, GAA glycogen 16%, Tau fluor cs -5% and GAA inh inconclusive.
`COC(=O)c1c(NC(C)=O)sc2c1CCCC2` gave Epigenetic reg -1.0%, NPSR antagonist 10%[46.1 µM], GAA spleen mod -4%, ALDH1A1 block 25µM*, aGal spleen mod 1%, GAA glycogen 9%, Tau fluor cs -9% and GAA inh -3%.
COc1cccc(NC(=O)c2cc(-c3cccnc3)nc3c(Cl)cccc23)c1 was read as Epigenetic reg inconclusive, NPSR antagonist inconclusive, GAA spleen mod -6%, ALDH1A1 block 3%, aGal spleen mod -4%, GAA glycogen -13%, Tau fluor cs inconclusive and GAA inh 3%.
For CCCCn1c(SCC(=O)Nc2cc(C)on2)nc2c1c(=O)n(C)c(=O)n2C the results were Epigenetic reg -0.7%, NPSR antagonist -17%[46.1 µM], GAA spleen mod -1%, ALDH1A1 block 5%, aGal spleen mod 6%, GAA glycogen 0%, Tau fluor cs -4% and GAA inh 1%.
For COc1cnc(-c2ccccc2)nc1Oc1cccc(C)c1C the results were Epigenetic reg 0.0%, NPSR antagonist inconclusive, GAA spleen mod 3%, ALDH1A1 block -5%, aGal spleen mod 5%, GAA glycogen 3%, Tau fluor cs -21% and GAA inh 2%.
For O=C(NC1CCCc2ccccc21)C1CCC(CNS(=O)(=O)c2cccc3nsnc23)CC1 (stereo unspecified) the results were Epigenetic reg 5.8%, NPSR antagonist inconclusive, GAA spleen mod 4%, ALDH1A1 block inconclusive, aGal spleen mod -1%, GAA glycogen -3%, Tau fluor cs -13% and GAA inh -15%.
For Cc1ccc(S(=O)(=O)N2CCC[C@H]2C(=O)OCC(=O)c2ccc3c(c2)NC(=O)CO3)cc1 the results were Epigenetic reg -1.9%, NPSR antagonist -6%, GAA spleen mod 4%, aGal spleen mod -6%, GAA glycogen -9% and Tau fluor cs -8%.
`C/C(=C\C(=O)Nc1cscc1C)C(=O)O` gave Epigenetic reg 0.0%, NPSR antagonist -7%, GAA spleen mod 4%, aGal spleen mod 10%, GAA glycogen -15% and Tau fluor cs -17%.
For COc1ccc(C(C(=O)NC(C)(C)C)N(CC2CCCO2)C(=O)CCC(=O)Nc2cc(C)on2)cc1 (stereo unspecified) the results were Epigenetic reg -6.3%, NPSR antagonist -14%[46.1 µM], GAA spleen mod 3%, ALDH1A1 block 11%, aGal spleen mod 5%, GAA glycogen -2%, Tau fluor cs 1% and GAA inh -3%.
`Cc1ccc(-c2cnc3n2CCCCC3)cc1` gave Epigenetic reg -1.9%, NPSR antagonist 7%, GAA spleen mod -6%, ALDH1A1 block 6%, aGal spleen mod -4%, GAA glycogen -22%, Tau fluor cs 5% and GAA inh -3%.
Cc1ccccc1CSCCNS(C)(=O)=O was read as Epigenetic reg -1.0%, NPSR antagonist 8%[46.1 µM], GAA spleen mod -4%, ALDH1A1 block -7%, aGal spleen mod -4%, GAA glycogen -12%, Tau fluor cs -3% and GAA inh -5%.
For COc1ccc(C(=O)N2CCCC(c3nc(-c4cccs4)no3)C2)cc1 (stereo unspecified) the results were Epigenetic reg -5.0%, NPSR antagonist 4%[46.1 µM], GAA spleen mod 5%, ALDH1A1 block inconclusive, aGal spleen mod 3%, GAA glycogen 12%, Tau fluor cs -6% and GAA inh 4%.
For CC1=C(C(=O)Nc2ccc(C)cc2C)C(c2cccs2)NC(=S)N1 (stereo unspecified) the results were Epigenetic reg 4.1%, NPSR antagonist -16%[46.1 µM], GAA spleen mod -4%, ALDH1A1 block inconclusive, aGal spleen mod -7%, GAA glycogen -8%, Tau fluor cs inconclusive and GAA inh 3%.
For COc1ccc(-c2nc3n(c(=O)c2C#N)CCS3)cc1OC the results were Epigenetic reg -1.1%, NPSR antagonist 7%, GAA spleen mod -6%, ALDH1A1 block 0%, aGal spleen mod 7%, GAA glycogen -10%, Tau fluor cs -6% and GAA inh -11%.
COc1ccc(OCc2nc3ccc(S(=O)(=O)Nc4ccccc4Cl)cc3[nH]2)cc1 was read as Epigenetic reg 1.0%, NPSR antagonist -1%[46.1 µM], GAA spleen mod -4%, ALDH1A1 block inconclusive, aGal spleen mod 2%, GAA glycogen -12%, Tau fluor cs inconclusive and GAA inh -23%.
CC(=O)Nc1ccc2c(c1)CCCC2=O was read as Epigenetic reg 1.6%, NPSR antagonist 5%, GAA spleen mod 5%, aGal spleen mod 1%, GAA glycogen 5% and Tau fluor cs -4%.
Screening N#CC1=C(N)N(c2ccccc2)C2=C(C(=O)CCC2)C1c1ccsc1 (stereo unspecified) returned Epigenetic reg -2.1%, NPSR antagonist -17%[46.1 µM], GAA spleen mod -8%, ALDH1A1 block 5%, aGal spleen mod -2%, GAA glycogen -10%, Tau fluor cs -3% and GAA inh -5%.
Screening CC(C)N=C1CC(C)(C)CC(=O)/C1=C(/O)CCCN1C(=O)c2ccccc2C1=O returned Epigenetic reg -0.1%, NPSR antagonist 10%, GAA spleen mod -19%, ALDH1A1 block inconclusive, aGal spleen mod 10%, GAA glycogen 6%, Tau fluor cs -6% and GAA inh 4%.
O=C1C2C3C=CC(C4CC34)C2C(=O)N1c1cc(Cl)ccn1 (stereo unspecified) was read as Epigenetic reg 8.3%, NPSR antagonist 6%, GAA spleen mod -7%, aGal spleen mod -25%, GAA glycogen 2% and Tau fluor cs 1%[0.0958 µM].
`Cc1ccn(-c2n[nH]c(C)c2[N+](=O)[O-])n1` gave Epigenetic reg 0.0%, NPSR antagonist 18%, GAA spleen mod 1%, ALDH1A1 block 9%, aGal spleen mod 2%, GAA glycogen -9%, Tau fluor cs 6% and GAA inh -1%.
Screening O=C(CNc1ccc(F)cc1)N/N=C1\CCCc2ccccc21 returned Epigenetic reg -4.8%, NPSR antagonist -5%, GAA spleen mod -4%, ALDH1A1 block -5%, aGal spleen mod -6%, GAA glycogen -9%, Tau fluor cs -24% and GAA inh 7%.
CCOC(=O)c1c(NC(=O)c2ccoc2C)sc2c1CCC2 was read as Epigenetic reg 1.2%, NPSR antagonist -1%[46.1 µM], GAA spleen mod -1%, ALDH1A1 block inconclusive, aGal spleen mod 21%, GAA glycogen 2%, Tau fluor cs -4% and GAA inh 6%.
For CC(NC(=O)Cn1c(=O)oc2cc(S(=O)(=O)N3CCCC3)ccc21)c1ccccc1 (stereo unspecified) the results were Epigenetic reg 0.0%, NPSR antagonist 7%[46.1 µM], GAA spleen mod -9%, ALDH1A1 block 5%, aGal spleen mod -4%, GAA glycogen 6%, Tau fluor cs 6% and GAA inh 1%[15.4 µM].

Fetched one by one from the list above, 5 records:
`NC(=S)Nc1ccccc1Br` gave Epigenetic reg -0.3%, NPSR antagonist 0%[7.67 µM], GAA spleen mod -3%, aGal spleen mod -1%, GAA glycogen -10% and Tau fluor cs -7%.
`Cc1ccn(-c2n[nH]c(C)c2[N+](=O)[O-])n1` gave Epigenetic reg 0.0%, NPSR antagonist 18%, GAA spleen mod 1%, ALDH1A1 block 9%, aGal spleen mod 2%, GAA glycogen -9%, Tau fluor cs 6% and GAA inh -1%.
Cc1ccccc1CSCCNS(C)(=O)=O was read as Epigenetic reg -1.0%, NPSR antagonist 8%[46.1 µM], GAA spleen mod -4%, ALDH1A1 block -7%, aGal spleen mod -4%, GAA glycogen -12%, Tau fluor cs -3% and GAA inh -5%.
Screening N#CC1=C(N)N(c2ccccc2)C2=C(C(=O)CCC2)C1c1ccsc1 (stereo unspecified) returned Epigenetic reg -2.1%, NPSR antagonist -17%[46.1 µM], GAA spleen mod -8%, ALDH1A1 block 5%, aGal spleen mod -2%, GAA glycogen -10%, Tau fluor cs -3% and GAA inh -5%.
CC(=O)Nc1ccc2c(c1)CCCC2=O was read as Epigenetic reg 1.6%, NPSR antagonist 5%, GAA spleen mod 5%, aGal spleen mod 1%, GAA glycogen 5% and Tau fluor cs -4%.
